S100A4 inh HTS: inhibitors of S100A4-myosin IIA peptide binding, primary screen, biochemical, fluorescence polarization, TAMRA-MyoIIA peptide | Protein S100-A4 (Homo sapiens), P26447 | inhibition, % at 10.7 µM | actives 0.14% (n = 360,000);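 active = mean inhibition of at least 70% across replicates, with every replicate also reaching that level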
Target sequence (P26447 whole entry, looked up): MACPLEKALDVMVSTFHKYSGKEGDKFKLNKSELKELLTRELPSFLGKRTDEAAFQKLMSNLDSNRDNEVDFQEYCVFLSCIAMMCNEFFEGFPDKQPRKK
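Material: human S100A4 monomer with TAMRA-labelled myosin IIA peptide; buffer or medium: HEPES pH 7.2 with CaCl2, KCl, NaCl, DTT, Triton; compound dosing: one concentration per compound; schedule: 5 min incubation before reading; benchmarks: neutral control DMSO, positive control TFP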
RAD54 inh: inhibitors of human RAD54 branch migration, primary screen, biochemical, fluorescence, single point; DNA repair and recombination protein RAD54-like (Homo sapiens), Q92698; RAD54 Holliday junction branch migration, FAM/BHQ fluorescence; inhibition, % at 10.4 µM; actives 0.14% (n = 360,000); AID 602329, 2012;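 active = mean normalized replicate activity at least 40 and at least half of replicates scoring 40 or more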;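 also: 0% = median of neutral control wells and 100% = median of positive control wells; inhibitors cause a drop in the FAM fluorescence signal; in these data hits start at about 50%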
E-selectin induc: E-selectin induction in HUVECs, primary screen, imaging, HUVEC, immunofluorescence imaging, single point | actives 0.37% (n = 260,000) | AID 686992, 2013 | normalized: neutral wells 0, TNF-alpha wells 100 | activation, % at 7.58 µM | P16581;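 active = mean E-selectin-positive cell signal at least 10% of the positive control, reached in at least 60% of replicates, without over 20% cell loss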;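 also: in these data hits start at about 27%; measured in HUVEC primary endothelial cells; signal is the percent of cells scored E-selectin positive by PE staining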
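Read-out: % PE-positive cells | Test system: HUVEC | Doses: One compound dose added by pin transfer | Buffer or medium: EGM-2 over gelatin coat | Signal: Immunofluorescence imaging | Benchmarks: TNF-alpha, DMSO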
ERp5 block: inhibitors of ERp5-driven insulin aggregation, primary screen, biochemical, turbidity, absorbance 650 nm, single point. 90 min. inhibition, % at 9.99 µM. actives 0.05% (n = 350,000). AID 651711, 2012;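 active = mean replicate inhibition above about 25%, with every replicate also reaching it, limit read from the data, passing the limit was not always enough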
Target sequence (Q15084 whole entry, looked up): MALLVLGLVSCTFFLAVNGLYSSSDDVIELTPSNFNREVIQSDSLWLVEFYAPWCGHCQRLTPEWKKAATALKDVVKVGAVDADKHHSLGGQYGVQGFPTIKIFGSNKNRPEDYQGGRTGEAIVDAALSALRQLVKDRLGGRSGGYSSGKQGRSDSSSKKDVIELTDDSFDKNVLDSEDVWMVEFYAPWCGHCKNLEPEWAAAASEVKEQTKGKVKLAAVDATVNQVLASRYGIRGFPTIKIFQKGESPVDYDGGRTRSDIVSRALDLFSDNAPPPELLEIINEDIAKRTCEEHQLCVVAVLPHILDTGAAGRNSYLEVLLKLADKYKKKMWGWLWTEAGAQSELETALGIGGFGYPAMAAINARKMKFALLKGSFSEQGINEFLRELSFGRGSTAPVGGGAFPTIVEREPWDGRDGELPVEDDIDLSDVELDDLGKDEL
esBAF inh: Bmi1 luciferase reporter increase in mESCs, primary screen, esBAF inhibitor project, mouse ES cells, Bmi1 luciferase knock-in, single point | 24 h; 100% = twice the neutral-well signal | AID 602393, 2012 | reporter increase, % at 12.5 µM | actives 2% (n = 350,000); in the data active = activation above about 40%;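 also: 0% = median of the plate's neutral control wells and 100% = double that signal; a rise in the Bmi1 reporter signal indicates esBAF inhibition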
XiGFP reactiv: activators of inactive X chromosome reactivation, primary screen, imaging, XiGFP fibroblasts, GFP high-content imaging, set 2. activation, % at 7.58 µM. actives 0.055% (n = 360,000). XiGFP mouse fibroblasts, % GFP-positive cells imaging, 3 d; cells co-treated with 5-aza-dC sensitizer; scaled so ellipticine positive control = 100%;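 active = mean normalized replicate activation at least 10% and every replicate at or above 10%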;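 also: 0% = median of on-plate neutral control wells and 100% = ellipticine 6 µM median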
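Material: XiGFP fibroblasts, SV40-immortalized; Buffer or medium: DMEM containing 5-aza-dC; Compound dosing: single point; Times: 3 days compound exposure.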
ERAP1 HTS inh: human ERAP1 aminopeptidase inhibitors, primary screen, biochemical, single point, plate reader; recombinant ERAP1, Leu-AMC fluorescence, 60 min; Endoplasmic reticulum aminopeptidase 1 (Homo sapiens), Q9NZ08; inhibition, % at 10.7 µM; actives 0.15% (n = 340,000);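 active = mean replicate inhibition of at least 30%, or all replicates individually reaching that 30% level; inactive = mean below 30% and not every replicate reaching it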;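 also: 0% = neutral control wells and 100% = L-leucinethiol positive control wells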
RAD52 inh: RAD52 DNA annealing inhibitors, primary screen, biochemical, FRET, single point, set 2 | actives 0.46% (n = 360,000) | inhibition, % at 18.7 µM | recombinant RAD52 DNA annealing, FRET fluorescence | DNA repair protein RAD52 homolog (Homo sapiens), P43351 | AID 651710, 2012;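 active = every replicate showing at least 50% inhibition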
Target sequence (P43351 whole entry, looked up): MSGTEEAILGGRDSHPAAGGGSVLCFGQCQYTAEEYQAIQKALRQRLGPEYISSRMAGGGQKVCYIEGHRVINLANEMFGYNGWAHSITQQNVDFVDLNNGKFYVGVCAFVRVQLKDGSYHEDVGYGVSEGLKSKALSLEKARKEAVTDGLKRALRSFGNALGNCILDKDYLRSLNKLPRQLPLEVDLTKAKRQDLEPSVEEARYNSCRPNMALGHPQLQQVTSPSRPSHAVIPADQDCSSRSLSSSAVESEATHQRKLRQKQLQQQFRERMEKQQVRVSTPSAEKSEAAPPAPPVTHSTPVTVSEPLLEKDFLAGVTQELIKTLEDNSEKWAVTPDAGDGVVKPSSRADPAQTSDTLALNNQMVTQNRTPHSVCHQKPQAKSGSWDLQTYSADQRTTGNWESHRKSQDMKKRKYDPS
Numbers without * were called inactive. An unsorted share of the library; 2.5% or so of the library scored in one or more.

Results for CC(C)CNc1ncnc2c1ncn2[C@H]1CN(CCN2CCOCC2)C[C@@H](CO)O1 ?
S100A4 inh HTS: 46; RAD54 inh: 1; E-selectin induc: 0.4; ERp5 block: -4; esBAF inh: -4; XiGFP reactiv: -0.1; ERAP1 HTS inh: 1; RAD52 inh: -4

Results for CCn1c(SCC(=O)c2c(N)n(C3CC3)c(=O)[nH]c2=O)nc2cc(S(N)(=O)=O)ccc21 ?
S100A4 inh HTS: -5; RAD54 inh: 0; ERp5 block: -13; esBAF inh: -5; XiGFP reactiv: 0.0; ERAP1 HTS inh: -4; RAD52 inh: 3

How did O=C(Nc1ccncc1)Nc1ccc(F)cc1 do in these assays?
S100A4 inh HTS: -2; RAD54 inh: 5; ERp5 block: -17; XiGFP reactiv: 0.2; ERAP1 HTS inh: -4; RAD52 inh: -7

What do the screens show for `CN(C)C(=O)c1cccc(-c2ccccc2[C@H]2[C@H](C#N)N(C(=O)C3CCCC3)[C@H]2CO)c1`?
S100A4 inh HTS: -5; E-selectin induc: 0.0; ERp5 block: 1; XiGFP reactiv: 0.0; ERAP1 HTS inh: -1; RAD52 inh: -15

Results for C[C@@H]1CN([C@@H](C)CO)C(=O)c2cc(NC(=O)c3ccccc3)ccc2O[C@@H](C)CCCCO[C@@H]1CN(C)C(=O)c1ccccc1 ?
S100A4 inh HTS: -10; RAD54 inh: -10; ERp5 block: 2; XiGFP reactiv: -0.1; ERAP1 HTS inh: -2; RAD52 inh: -4

How did CCC(=O)N(C)C[C@H]1Oc2cc(C#C[C@@H](C)O)ccc2S(=O)(=O)N([C@@H](C)CO)C[C@H]1C do in these assays?
S100A4 inh HTS: 1; RAD54 inh: -1; E-selectin induc: -0.4; ERp5 block: -3; esBAF inh: 3; XiGFP reactiv: -0.6; ERAP1 HTS inh: -2; RAD52 inh: 0

What do the screens show for `CCNc1nc(Oc2ccc(F)cc2)cc(C(F)(F)F)n1`?
S100A4 inh HTS: -2; RAD54 inh: -5; E-selectin induc: -0.6; ERp5 block: 0; esBAF inh: -3; XiGFP reactiv: 0.0; ERAP1 HTS inh: -3; RAD52 inh: -5

Results for COC(=O)c1c(Cl)c2n3ccccc3c(C)c(-c3ccccc3)c-2c1C(=O)OC ?
S100A4 inh HTS: 19; RAD54 inh: -19; ERp5 block: 4; XiGFP reactiv: -0.1; ERAP1 HTS inh: 1; RAD52 inh: -52

Results for Cn1c(Cn2cnc([N+](=O)[O-])n2)nnc1SCC(=O)Nc1ccc(Br)cc1 ?
S100A4 inh HTS: 3; RAD54 inh: 0; E-selectin induc: -1.2; ERp5 block: 1; esBAF inh: 1; XiGFP reactiv: -0.1; ERAP1 HTS inh: 0; RAD52 inh: 4

Results for O=C(C[C@@H]1C=C[C@H](NS(=O)(=O)c2ccc(F)cc2)[C@@H](CO)O1)NCc1ccncn1 ?
S100A4 inh HTS: -1; RAD54 inh: -3; E-selectin induc: -0.1; ERp5 block: -1; esBAF inh: 2; XiGFP reactiv: -0.1; ERAP1 HTS inh: 1; RAD52 inh: -9

Results for COc1cccc(N(C(=O)c2snc(C(N)=O)c2N)C(C(=O)NCC2CCCO2)c2c[nH]c3ccccc23)c1 (stereo unspecified) ?
S100A4 inh HTS: 1; RAD54 inh: -8; E-selectin induc: 0.1; ERp5 block: 4; esBAF inh: 0; XiGFP reactiv: 0.2; ERAP1 HTS inh: 0; RAD52 inh: -26

How did CCOC(=O)CNC(=O)c1cnc(Nc2ccccc2OC)c2ccccc12 do in these assays?
S100A4 inh HTS: -6; RAD54 inh: -4; E-selectin induc: 0.1; ERp5 block: 4; esBAF inh: -5; XiGFP reactiv: -0.1; ERAP1 HTS inh: 23; RAD52 inh: -5

What do the screens show for `Cc1ccc(S(=O)(=O)Nc2ccc3c(c2)C(=O)N([C@@H](C)CO)C[C@H](C)[C@@H](CN(C)S(=O)(=O)c2ccc(Cl)cc2)OCCCC[C@H](C)O3)cc1`?
RAD54 inh: -8; E-selectin induc: -0.1; esBAF inh: 0; XiGFP reactiv: 0.2

Results for C=CCN1C(=O)C(=Cc2ccc3c(c2)CCC3)SC1=S ?
S100A4 inh HTS: -6; RAD54 inh: 4; E-selectin induc: 0.0; ERp5 block: 1; XiGFP reactiv: 0.0; ERAP1 HTS inh: -3; RAD52 inh: -28

What do the screens show for `COCC(=O)Nc1ccc2c(c1)C(=O)N(C)[C@@H]1CC[C@@H](CC(=O)O)O[C@H]1CO2`?
RAD54 inh: 2; E-selectin induc: 0.0; esBAF inh: 1; XiGFP reactiv: 0.1

How did COc1ccc(C(C(=O)NC2CCCC2)N(C(=O)Cc2cccs2)C2CC2)cc1OC (stereo unspecified) do in these assays?
S100A4 inh HTS: -7; RAD54 inh: 1; ERp5 block: 1; esBAF inh: -4; XiGFP reactiv: -0.1; ERAP1 HTS inh: 0; RAD52 inh: -7

What do the screens show for `Cc1ccc(OCC(=O)c2cc(C)n(Cc3cccs3)c2C)c([N+](=O)[O-])n1`?
S100A4 inh HTS: -1; RAD54 inh: 2; E-selectin induc: -2.5; ERp5 block: 0; esBAF inh: -31; XiGFP reactiv: 0.0; ERAP1 HTS inh: -2; RAD52 inh: -41

How did C[C@@H]1CCCCO[C@H](CN(C)S(=O)(=O)c2ccc(Cl)cc2)[C@@H](C)CN([C@@H](C)CO)C(=O)c2cc(NS(=O)(=O)c3cccs3)ccc2O1 do in these assays?
S100A4 inh HTS: -33; RAD54 inh: -6; E-selectin induc: -0.3; ERp5 block: -2; esBAF inh: 10; XiGFP reactiv: 0.3; ERAP1 HTS inh: -2; RAD52 inh: -34

What do the screens show for `CC(=O)N(Cc1ccccc1)Cc1cn(CCC#N)nc1-c1cccc([N+](=O)[O-])c1`?
S100A4 inh HTS: 3; RAD54 inh: -3; ERp5 block: 3; esBAF inh: -6; XiGFP reactiv: 0.0; ERAP1 HTS inh: -6; RAD52 inh: 12

Results for COc1ccc(S(=O)(=O)N(C)C[C@H]2Oc3ncc(/C=C/c4ccccc4)cc3C(=O)N([C@H](C)CO)C[C@H]2C)cc1 ?
S100A4 inh HTS: 14; RAD54 inh: -10; E-selectin induc: 0.5; ERp5 block: 5; esBAF inh: 2; XiGFP reactiv: -1.0; ERAP1 HTS inh: -1; RAD52 inh: 11

Results for COC(=O)C(C)(C)c1cccnc1C#N ?
S100A4 inh HTS: 1; RAD54 inh: -6; E-selectin induc: -0.3; ERp5 block: 2; esBAF inh: 3; XiGFP reactiv: 0.1; ERAP1 HTS inh: 3; RAD52 inh: -8

Results for COc1cccc(CNC(=O)c2ccc(CS(=O)(=O)Cc3ccccc3C)o2)c1 ?
S100A4 inh HTS: -2; RAD54 inh: -7; ERp5 block: 3; esBAF inh: -7; XiGFP reactiv: 0.0; ERAP1 HTS inh: -2; RAD52 inh: -4

How did CC(C)CN(C(=O)CN1CCC(C)CC1)c1c(N)n(CC(C)C)c(=O)[nH]c1=O do in these assays?
S100A4 inh HTS: -6; E-selectin induc: -0.1; ERp5 block: 2; XiGFP reactiv: 0.1; ERAP1 HTS inh: 0; RAD52 inh: -30

How did CC(C)NC(=O)N(C)C[C@@H]1Oc2ncc(-c3cncnc3)cc2C(=O)N([C@@H](C)CO)C[C@H]1C do in these assays?
S100A4 inh HTS: 6; RAD54 inh: 9; E-selectin induc: -0.7; ERp5 block: -1; esBAF inh: 2; XiGFP reactiv: -0.3; RAD52 inh: 11

Results for CCNC(=O)N1c2ccccc2Sc2ccccc21 ?
S100A4 inh HTS: -3; E-selectin induc: 0.2; ERp5 block: -11; XiGFP reactiv: -0.1; ERAP1 HTS inh: -2; RAD52 inh: -18

How did C[C@H](CO)N1C[C@H](C)[C@@H](CN(C)C)OCCCC[C@H](C)Oc2ccc(NC(=O)Nc3ccc4c(c3)OCO4)cc2C1=O do in these assays?
S100A4 inh HTS: -1; RAD54 inh: 6; E-selectin induc: 0.4; ERp5 block: 3; esBAF inh: 28; XiGFP reactiv: 0.2; ERAP1 HTS inh: 0; RAD52 inh: 15

Results for CN1\C(=C/C=C/C=C/C=[N+](C)C)C(C)(C)c2ccccc21 ?
S100A4 inh HTS: 3; E-selectin induc: 188*; ERp5 block: -1; XiGFP reactiv: -0.1; ERAP1 HTS inh: 23; RAD52 inh: -92

How did C[C@H](O)C#Cc1cnc2c(c1)C(=O)N([C@H](C)CO)C[C@@H](C)[C@@H](CN(C)CC1CCOCC1)O2 do in these assays?
S100A4 inh HTS: 3; RAD54 inh: -9; E-selectin induc: 5.9; ERp5 block: 0; esBAF inh: -4; XiGFP reactiv: -0.6; ERAP1 HTS inh: 0; RAD52 inh: 2

Results for Cc1ccc(S(=O)(=O)N(C)C[C@@H]2Oc3c(NC(=O)C4CCCCC4)cccc3C(=O)N([C@H](C)CO)C[C@H]2C)cc1 ?
S100A4 inh HTS: -2; RAD54 inh: 4; ERp5 block: -3; esBAF inh: 0; XiGFP reactiv: 0.1; ERAP1 HTS inh: -4; RAD52 inh: 11

How did CCOCCCNC(=O)Cn1nc(Cc2ccncc2)c2ccccc2c1=O do in these assays?
S100A4 inh HTS: -19; RAD54 inh: 4; E-selectin induc: -0.1; ERp5 block: 1; esBAF inh: 10; XiGFP reactiv: 0.0; ERAP1 HTS inh: -2; RAD52 inh: -15

Results for C=CCc1ccccc1OCCNCCCOC ?
S100A4 inh HTS: -5; ERp5 block: -7; XiGFP reactiv: 0.0; ERAP1 HTS inh: 1; RAD52 inh: -22

What do the screens show for `O=C(c1ccc(F)cc1)N1CC(=O)N2[C@H](CO)[C@H](c3ccc(-c4ccccc4F)cc3)[C@H]2C1`?
S100A4 inh HTS: 43; E-selectin induc: 0.5; ERp5 block: 0; XiGFP reactiv: 0.4; ERAP1 HTS inh: -1; RAD52 inh: -29

Four compounds drawn at random from the list so far, as already listed:
Results for COc1ccc(S(=O)(=O)N(C)C[C@H]2Oc3ncc(/C=C/c4ccccc4)cc3C(=O)N([C@H](C)CO)C[C@H]2C)cc1 ?
S100A4 inh HTS: 14; RAD54 inh: -10; E-selectin induc: 0.5; ERp5 block: 5; esBAF inh: 2; XiGFP reactiv: -1.0; ERAP1 HTS inh: -1; RAD52 inh: 11

Results for COC(=O)C(C)(C)c1cccnc1C#N ?
S100A4 inh HTS: 1; RAD54 inh: -6; E-selectin induc: -0.3; ERp5 block: 2; esBAF inh: 3; XiGFP reactiv: 0.1; ERAP1 HTS inh: 3; RAD52 inh: -8

How did CC(C)CN(C(=O)CN1CCC(C)CC1)c1c(N)n(CC(C)C)c(=O)[nH]c1=O do in these assays?
S100A4 inh HTS: -6; E-selectin induc: -0.1; ERp5 block: 2; XiGFP reactiv: 0.1; ERAP1 HTS inh: 0; RAD52 inh: -30

Results for COc1cccc(CNC(=O)c2ccc(CS(=O)(=O)Cc3ccccc3C)o2)c1 ?
S100A4 inh HTS: -2; RAD54 inh: -7; ERp5 block: 3; esBAF inh: -7; XiGFP reactiv: 0.0; ERAP1 HTS inh: -2; RAD52 inh: -4

Compound activity as filed in PubChem BioAssay.
